Source: PubChem BioAssay (National Center for Advancing Translational Sciences (NCATS))
HCV inhibitor: HCV inhibition; 340,000 compounds, 3.4% hits; Potency, µM (highest dose often 41.8 µM), for inactives: at the highest dose activity change, negative = inhibition, most hits filed as inhibitors; Huh7.5.1 HCVcc-Cre infection, luciferase reporter, 44 h; note: potency is the fitted concentration of half-maximal effect
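Seed cells (1,000/well) for 4 h; treat with compound and infect with HCVcc-Cre, moi about 0.5. Incubate 44 h, then detect luciferase activity.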
AmpC detergent: blocks E. coli AmpC beta-lactamase in detergent assay; 370,000 compounds, 0.041% hits; P00811; Potency, µM (highest dose often 114 µM), without a hit: at the highest dose activity change, negative = inhibition, most hits filed as inhibitors; AmpC hydrolysis of nitrocefin, absorbance 480 nm, 0.01% Triton;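 note: potency is the fitted concentration of half-maximal effect; 0% = no-compound wells and -100% = no-enzyme wells; nearly all actives have a fitted effect of over 25% in size; some results filed as inactive show a strong effect at the top dose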
Target sequence (P00811 whole entry, looked up): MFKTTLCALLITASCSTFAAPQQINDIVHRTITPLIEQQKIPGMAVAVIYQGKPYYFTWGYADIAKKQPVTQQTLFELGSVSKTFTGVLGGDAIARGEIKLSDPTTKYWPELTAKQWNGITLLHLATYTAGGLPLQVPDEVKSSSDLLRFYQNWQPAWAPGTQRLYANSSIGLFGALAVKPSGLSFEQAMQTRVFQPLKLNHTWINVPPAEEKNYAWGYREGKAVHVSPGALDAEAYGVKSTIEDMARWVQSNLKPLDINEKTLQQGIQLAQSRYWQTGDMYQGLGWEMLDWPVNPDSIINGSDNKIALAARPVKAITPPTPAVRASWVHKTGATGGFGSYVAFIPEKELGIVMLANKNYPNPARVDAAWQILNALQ
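AmpC (5.3 nM in the dispensed reagent) in 20 mM phosphate pH 7.0 with 0.01% (detergent screen) or 0.0001% Triton X-100 was preincubated with compounds for 15 min at room temperature. Nitrocefin was then added from an 800 uM solution, and hydrolysis was followed at 480 nm.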
FBPA Giardia inh: inhibitors of Giardia lamblia fructose-1,6-bisphosphate aldolase; purified Giardia FBPA; Potency, µM (series often up to 59.6 µM), for the others: at the highest dose activity, negative = inhibition, most hits filed as inhibitors; 290,000 compounds, 0.71% hits; note: potency is the fitted concentration of half-maximal effect; nearly all actives have a fitted effect of over 55% in size
Target sequence (A8B2U2 whole entry, looked up): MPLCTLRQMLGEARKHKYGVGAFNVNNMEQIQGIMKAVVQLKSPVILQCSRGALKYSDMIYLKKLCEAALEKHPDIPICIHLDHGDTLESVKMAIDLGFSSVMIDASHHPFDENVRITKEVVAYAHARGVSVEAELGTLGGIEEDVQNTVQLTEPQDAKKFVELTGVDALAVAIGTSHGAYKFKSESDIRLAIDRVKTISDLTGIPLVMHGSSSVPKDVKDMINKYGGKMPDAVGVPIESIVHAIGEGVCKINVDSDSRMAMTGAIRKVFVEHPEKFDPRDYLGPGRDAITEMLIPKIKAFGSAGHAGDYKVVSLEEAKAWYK
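40 nM FBPA preincubated 10 min at RT with compound (up to 57.5 uM final), then substrate plus GAPDH/TPI/NAD/arsenate coupling and diaphorase/resazurin added. Fluorescence read after 20 min at RT, 525/598 nm.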
Sm TGR block: blocks Schistosoma mansoni thioredoxin glutathione reductase; 360,000 compounds, 3% hits; AID 485364; Potency, µM (highest dose often 114 µM), for inactives: at the top dose activity change, negative = inhibition, actives largely listed as inhibitors; purified TGR, DTNB reduction, TNB absorbance 405 nm; Q962Y6; note: potency is the fitted concentration of half-maximal effect; nearly all actives have a fitted effect of over 60% in size
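First, TGR (20 nM dispensed) and NADPH were mixed with compound. Second, a 15 min room-temperature incubation followed. Third, further NADPH and then DTNB were added to start the reaction. Finally, TNB absorbance was monitored kinetically.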
HCMV antiviral: human cytomegalovirus inhibition | activity change, negative = inhibition, % at 57.5 µM | 410,000 compounds, 4.5% hits | HFF cells, HCMV-luciferase reporter, 72 h; active compounds read low; in the data active = activity change below about -60%; inconclusive = no clear call, values can overlap the other calls; inactive = above about -39%
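Cell-based, HFFs, 1000 cells/well, 16 h 37C; cpds in DMSO + HCMV-luc, MOI 1 PFU/cell; 72 h 37C; OneGlo luminescence after 5 min RT; norm. to buffer vs Salinomycin 10uM.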
AMA1 RON2 block: disrupts binding of P. falciparum AMA1 to RON2; AlphaScreen AMA1-biotinylated RON2 peptide binding; Potency, µM (titrated, usually from 58.2 µM), for the others: top-dose activity change, negative = inhibition, most hits filed as inhibitors; 360,000 compounds, 0.2% hits; AID 720542;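 note: potency is the fitted concentration of half-maximal effect; 0% = vehicle wells and -100% = peptide control; nearly all actives have a fitted effect of over 45% in size; some results filed as inactive show a strong effect at the top dose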
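AMA1 (3D7) with his tag at 25 nM final met compounds first, then biotinylated RON2 peptide at 25 nM; detection used donor plus acceptor beads, 10 µg/mL apiece, read by AlphaScreen after 30 min at room temperature.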
* = called active by the depositor; ? = inconclusive; . = no result given; [ ] = dose if it differs, or a comment. Unless noted, calls come from the whole dose curve; as a rule, active = well fitted curve in the direction sought with a large enough effect; inconclusive = small, poorly fitted or top-dose-only effect, or another doubt; inactive = no such curve, though single readings can be large; an effect the other way counts as inactive or inconclusive. Unless noted, % is set by controls: 0 for no effect and ±100 for the full control effect.

Order of results – HCV inhibitor, AmpC detergent, FBPA Giardia inh, Sm TGR block, HCMV antiviral, AMA1 RON2 block
- CC(C)C[C@@H](CN)NC(=O)c1nc[nH]c1C(=O)N[C@@H](Cc1ccccc1)C(=O)CNC[C@H](C)NC(=O)c1nc[nH]c1C(=O)N[C@@H](C)C(=O)O
    -4%, ., ., ., -9, 78%[activator]
- COc1cccc(-c2nc(NCc3ccccc3)c3ccccc3n2)c1O
    ?, 10%, -4%, 4%, -3, -5%
- Cc1ccc(/C=C2/SC(=S)N(CCCC(=O)Nc3cc([N+](=O)[O-])ccc3O)C2=O)cc1
    -3%, -6%, ., -20%, -19, 3%
- Fc1ccc(C2c3[nH]c4ccccc4c3CCN2CCCn2cccn2)cc1 (configuration not stated)
    ?, -10%, -6%, -24%, 35, ?
- O=C(NCC1CCCO1)Nc1ccccc1 (configuration not stated)
    -13%, ?, -1%, 4%, 6, 6%
- Cc1cc(=O)n2[nH]c(-c3cccc(Cl)c3)cc2n1
    -3%, -14%, 7%, 28%, 23, 1%
- O=C(CSc1nnc(COc2ccc(Cl)cc2)o1)Nc1ccc(N2CCOCC2)cc1
    18%, -19%, ., -13%, -13, -2%
- COc1cc(C(=O)Nc2ccncc2)cc(OC)c1OC
    1%, -14%, 2%, -8%, 20, -1%
- COC(=O)c1ccccc1NC(=O)NCc1ccncc1
    1%, 1%, 4%, ., -22, -9%
- CN(C(=O)COC(=O)C12CC3CC(CC(Cl)(C3)C1)C2)c1ccccc1
    10%, ., ., ., 7, -20%
- O=C(COc1ccccc1Cl)NCC(c1cccs1)N1CCOCC1 (configuration not stated)
    ?, ?, ., -1%, ?, -5%
- COc1ccc2cc(/C=N/O)c(Cl)nc2c1
    ?, -9%, 3%, -6%, 52, -5%
- CC1(C)Oc2ccc(NC(=O)C3COc4ccccc4O3)cc2O1 (configuration not stated)
    -5%, -3%, -9%, 7%, 45, 8%
- CCN(CC)S(=O)(=O)c1ccc2c(c1)N(CC(=O)N1CCN(c3cccc(OC)c3)CC1)C(=O)CO2
    ., 3%, ., 8%, -6, .
- CCc1ccccc1NC(=O)COC(=O)C1C2CC3OC(=O)C1C3C2 (configuration not stated)
    11%, 9%, 5%, 2%, 12, 1%
- C=CCNC(=S)N1CCN(S(=O)(=O)c2ccc(C)cc2)CC1
    10%, 10%, -6%, -11%, -16, 3%
- COc1ccc(/C(C)=N/OC/C(O)=C(\C#N)c2nc3ccccc3[nH]2)cc1OC
    10%, -5%, -2%, 0%, -19, 65%[activator]
- NC(=O)c1ccc(C(=O)N/N=C(/Cc2ccccc2)c2ccccc2)cc1
    17%, -13%, -6%, -4%, ., 29%
- CCCCN(C)C(=O)Cn1c(SCC(=O)Nc2ccc(C)c(C)c2)nc2ccccc21
    ., -9%, ., -1%, -25, .
- CCOC(=O)CC1Sc2ccccc2NC1=S (configuration not stated)
    1%, 5%, -28%, 4%, 26, 5%
- O=C(CCCc1nc(-c2ccccc2Cl)no1)N1CCOCC1
    11%, ?, 7%, -2%, -3, 1%
- Cc1ccc(CNC(=O)CN2C(=O)COc3ccc(S(=O)(=O)N4CCCCC4)cc32)o1
    -5%, -5%, 4%, 25µM*, ?, -8%
- CCC1(C)Cc2c(sc3nc(NC)n(C)c(=O)c23)CO1 (configuration not stated)
    ?, -5%, 5%, -20%, -13, -9%
- O=C(C1CC(=O)N(c2ccc(F)cc2)C1)N1CCN(c2ccccc2)CC1 (configuration not stated)
    -4%, 3%, ., -41%, 39, 2%
- O=C1NC(=S)NC(=O)C1=Cc1c(Cl)cccc1Cl
    10%, ., ., ., -61*, 19%
- C=CCN1C(c2ccc(Br)cc2)=CS/C1=C(\C#N)c1nnc(N2CCOCC2)n1-c1ccccc1
    -23%, ., ., ., -8, -9%
- CC1CCN(C(C)C(=O)Nc2ccccc2-c2ccccc2)CC1 (configuration not stated)
    -15%, ?, ?, 8%, -32, ?
- COc1cc(CNC(C)C23CC4CC(CC(C4)C2)C3)ccc1OCC(=O)NC(C)(C)C (configuration not stated)
    ?, 6%, -10%, 1%, ?, -12%
- O=C(NCc1ccco1)C1CCCN(c2ncnc3c2nc2n3CCCCC2)C1 (configuration not stated)
    -14%, 2%, 2%, -13%, -27, -9%
- COc1ccc(C(=O)NC(C(=O)NCc2ccccc2OC)C(C)C)cc1 (configuration not stated)
    -17%, -5%, -5%, -1%, 30, 1%

The listing continues:
Order of results – HCV inhibitor, AmpC detergent, FBPA Giardia inh, Sm TGR block, HCMV antiviral, AMA1 RON2 block
- COc1cccc(/C=N/NC(=O)c2[nH]c(C)c(C(=O)N/N=C/c3cccc(OC)c3)c2C)c1
    10µM*, ?, -4%, 1%, 153, -20%
- CCCCn1c(N)c(N(CC(C)C)C(=O)c2cc(S(=O)(=O)N3CCCCC3)ccc2C)c(=O)[nH]c1=O
    5%, -16%, ., -15%, -21, 15%
- Cc1ccc(S(=O)(=O)NCCC(=O)NC2CCCCC2C)cc1 (configuration not stated)
    -14%, 0%, ., 5%, -13, -9%
- CCOC(=O)c1sc(N2N=C(C)C(N=Nc3cccc(C)c3)C2=O)nc1C (configuration not stated)
    ?, 10%, -1%, -2%, 6, 97%[activator]
- CC(C)COC(=O)Nc1nnc(Cc2ccccc2)s1
    5%, 0%, 1%, -2%, -3, 5%
- CCCCc1nnc(NC(=O)c2ccccc2OCc2c(C)noc2C)s1
    1%, 8%, ., -3%, 31, 0%
- Nc1cc(CN2C(=O)c3ccccc3C2=O)cc(Cl)c1O
    6%, -14%, -25%, ?, 8, 20%
- O=C(CC1CCCCC1)NCCOc1ccccc1
    12%, -2%, 10%, -16%, -30, -12%
- CN1CCCN(C(=O)CNC(=O)c2ccccc2Br)CC1
    11%, ., ., ., 7, 7%
- Cc1ccccc1C(=O)c1c[nH]c(C(=O)NCCCn2ccnc2)c1
    7%, 1%, 0%, 9%, 2, -12%
- O=C(COC(=O)c1ccc2c(c1)OCCO2)NC1CCCCC1
    13%, ?, ., -1%, 27, -3%[11.6 µM]
- COc1cc2[nH]c(=S)n(Cc3cccs3)c(=O)c2cc1OC
    -8%, 4%, -1%, 3%, 60, 94%[activator]
- Cc1ccc2c(c1)cc(CN(Cc1ccco1)S(=O)(=O)c1ccccc1)c1nnnn12
    -19%, -16%, 8%, 2%, -22, -1%
- Cc1ccc(NC(=O)c2cn(-c3cccc(C)n3)cn2)cc1
    8%, -1%, 1%, 9%, 97, 4%
- COc1ccc(NC(=O)Cn2c(=O)n(-c3ccc(OC)cc3OC)c(=O)c3c(C)c(C)sc32)cc1
    2%, 1%, -5%, 5%, -29, -15%
- COC(=O)C1CN(C(=O)c2ccc(OC(F)F)cc2)c2ccccc2O1 (configuration not stated)
    21%, ?, 1%, -4%, ?, 2%
- Cc1ccc(C)c(N2CCN(S(=O)(=O)c3ccc4oc(=O)c5ncn(C)c5c4c3)CC2)c1
    ., -5%, ., -4%, -2, .
- Cc1csc(CN(C)C(=O)c2cn(Cc3cccc4ccccc34)nn2)n1
    ?, -4%, ., -19%, 38, -17%
- CC(C)NCC(O)(c1ccc(Cl)cc1)c1ccc(Cl)cc1
    -29%, 11%, 6%, -2%, ?, 8%
- O=C(NCc1cccc(C(F)(F)F)c1)C1CC(c2c(Cl)cccc2Cl)=NO1 (configuration not stated)
    ?, 0%, 1%, -1%, -18, 11%
- O=C(O)Cn1ccc2ccccc21
    10%, -8%, 1%, 3%, 59, -2%
- CCCCOc1ccc(C(=O)N2CCCC2C(=O)O)cc1 (configuration not stated)
    12%, -12%, 5%, -6%, 17, 8%
- COc1ccccc1-c1cc(C(=O)Nc2cc(C)nn2-c2ccccc2)no1
    ?, -17%, 1%, 2%, ?, -6%
- CC(C)N(CC#CCC(O)(c1ccccc1)c1ccccc1)C(C)C
    -17%, -4%, -2%, -10%, -30, 10%
- COc1ccc(N2CCN(C(CNC(=O)c3ccc4c(c3)OCO4)c3ccco3)CC2)cc1 (configuration not stated)
    -18%, -5%, 2%, -2%, -6, -3%
- O=C(N=C1SC2CS(=O)(=O)CC2N1c1ccccc1)C1CC1 (configuration not stated)
    13%, -4%, ., -27%, -27, 1%
- COC(=O)CCN(C(=O)c1cc(OC)c(OC)c(OC)c1)c1ccccn1
    ?, 2%, 8%, -1%, 27, 9%
- CCCCCn1c2nc3ccccc3nc2c2c(=O)n(CC(C)C)cnc21
    23%, ?, 0%, -26%, ., -8%
- CN(C)c1ccc(C(CC(=O)O)NC(=O)c2ccc(Cl)cc2)cc1 (configuration not stated)
    7%, ?, 5%, 32µM*, -26, -1%
- COc1cccc(OCc2nc3ccccc3n2CCOc2ccccc2C)c1
    ., ?, ., 4%, 1, .

Continuation:
Order of results – HCV inhibitor, AmpC detergent, FBPA Giardia inh, Sm TGR block, HCMV antiviral, AMA1 RON2 block
- CCn1c(SCC(=O)NCc2ccc(C)cc2)nnc1-c1ccncc1
    12%, ?, 0%, -27%, 13, 7%
- O=c1cc(N2CCOCC2)[nH]c(=O)n1-c1ccc(Br)cc1
    13%, ?, 0%, -25%, ?, 29%
- O=P(/C(=N/O)N1CCOCC1)(N1CCOCC1)N1CCOCC1
    5%, 2%, 2%, -8%, -6, 3%
- O=C(COc1ccc(Cl)cc1)NNC(=O)CSc1nncs1
    -10%, -4%, 6%, -2%, -27, 63%[activator]
- COc1cc2[nH]c(=O)n(CCC(=O)N3CCN(Cc4ccccc4)CC3)c(=O)c2cc1OC
    3%, 4%, 0%, 1%, -30, -11%
- Cc1[nH]c(SCC(=O)Nc2cc(C(N)=O)cc(C(N)=O)c2)nc1Cc1ccccc1
    -1%, ., ., ., ?, -8%
- COc1ccc(C2c3ccc(O)cc3Oc3ncn(Cc4ccccc4)c(=N)c32)cc1OC (configuration not stated)
    -11%, -8%, -4%, 3%, -27, 3%
- Cc1nc2ccc(F)cc2cc1C(=O)NC(C)C
    8%, -10%, -10%, 9%, -7, -8%
- Cc1occc1C(=O)N/N=C/c1ccc(Cl)c([N+](=O)[O-])c1
    ?, -2%, 2%, 8%, -63*, -13%
- CCc1ccc(NC(=O)c2cnc3n(c2=O)CCS3)cc1
    9%, ?, 0%, -19%, -7, -2%
- Cc1cc2c3c([nH]c2cc1S(=O)(=O)NCCCOC(C)C)CC(C)(C)CC3=O
    ?, ?, -9%, -13%, ?, -2%
- COc1ccc(-c2nnc(SC)o2)c(OC)c1
    -2%, -7%, 1%, 1%, 50, -15%
- CC(C)CNc1cc(=O)n(C)c(=O)n1C
    9%, -15%, -3%, 6%, 52, 2%
- CCN(Cc1ccccc1)C(=O)COC(=O)c1cc(=O)[nH]c2ccccc12
    23%, 2%, 7%, -11%, 36, -10%
- CCOC(=O)C1CCN(C(=O)CC(NS(=O)(=O)c2ccc(OC)cc2)C(C)C)CC1 (configuration not stated)
    ?, -5%, 0%, 0%, ., 15%
- O=C(CSc1nnc2scc(-c3ccccc3)n12)NCc1ccco1
    17%, -4%, 4%, -25%, ?, -2%

For convenience, 2 of the compounds above:
Order of results – HCV inhibitor, AmpC detergent, FBPA Giardia inh, Sm TGR block, HCMV antiviral, AMA1 RON2 block
- CCn1c(SCC(=O)NCc2ccc(C)cc2)nnc1-c1ccncc1
    12%, ?, 0%, -27%, 13, 7%
- O=c1cc(N2CCOCC2)[nH]c(=O)n1-c1ccc(Br)cc1
    13%, ?, 0%, -25%, ?, 29%
